# Screening results as filed in PubChem.
# TAAR1 antag: antagonists of human TAAR1; Q96RJ0; CHO RD-HGA16 TAAR1, Fluo-8 calcium fluorescence, antagonist; inhibition, % at 3 µM; hit rate 1.5% among 360,000; AID 624466;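 active means inhibition above a per-plate cutoff, the mean inhibition of test compounds on that plate plus 3 SD, cut at about 49% in these data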;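 further: 0% = DMSO plus EC80 beta-PEA response and 100% = DMSO alone without agonist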
# Target sequence (Q96RJ0 whole entry, looked up): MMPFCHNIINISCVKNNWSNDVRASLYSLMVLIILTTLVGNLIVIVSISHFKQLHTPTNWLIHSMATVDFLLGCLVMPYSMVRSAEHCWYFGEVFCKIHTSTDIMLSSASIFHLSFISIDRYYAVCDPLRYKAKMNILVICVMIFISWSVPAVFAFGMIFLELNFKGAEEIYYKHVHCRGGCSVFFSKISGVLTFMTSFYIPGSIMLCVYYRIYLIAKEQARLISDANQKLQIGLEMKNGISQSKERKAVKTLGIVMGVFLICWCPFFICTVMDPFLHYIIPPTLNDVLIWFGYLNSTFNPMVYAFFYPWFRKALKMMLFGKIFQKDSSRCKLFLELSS
#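 Test system: RD-HGA16 CHO cells with stable hTAAR1 and Gα16 / Probe or stimulus: EC80 β-phenethylamine stimulus / Times: seeding 17-24 h prior, 75-min 37 °C, 30-min RT dye loading / Detection: Fluo-8 calcium-sensitive fluorescence / Read-out basis: % inhibition scaled between DMSO and EC80 PEA controls / Repeats: singlicate, one well per test compound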
# OXTR potentiator: potentiates the human oxytocin receptor response | P30559 | CHO-OTR cells, Fluo-8 calcium fluorescence, potentiator mode; 0% = oxytocin EC15, 100% = EC100 | hit rate 0.061% among 320,000 | activation, % at 3 µM;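 active means activation above that plate's cutoff, the mean activation of tested compounds plus 3 SD, cut at about 6.6% in these data, passing the limit was not always enough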;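 further: 100% uses oxytocin at 75 nM as the full agonist control; some results filed as inactive read as strong as hits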
# Target sequence (P30559 whole entry, looked up): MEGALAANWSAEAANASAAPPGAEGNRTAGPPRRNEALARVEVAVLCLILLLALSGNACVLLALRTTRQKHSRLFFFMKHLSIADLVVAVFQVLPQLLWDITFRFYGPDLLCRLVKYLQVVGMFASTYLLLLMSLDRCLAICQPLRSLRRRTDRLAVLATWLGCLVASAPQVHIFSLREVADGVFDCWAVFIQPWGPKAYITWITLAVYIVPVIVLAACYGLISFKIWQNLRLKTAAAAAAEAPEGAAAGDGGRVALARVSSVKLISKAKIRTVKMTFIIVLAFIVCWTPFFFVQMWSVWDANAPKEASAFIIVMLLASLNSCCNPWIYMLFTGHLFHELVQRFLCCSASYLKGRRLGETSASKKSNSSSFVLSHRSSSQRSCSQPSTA
#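 Replication – single well per compound, singlicate · Assay system – CHO cell line stably expressing human OTR · Timing – 6 min pre-incubation, 100 s read · Measure – normalized max/min fluorescence ratio, % activation · Doses – 3.0 µM, one dose · Detection – Fluo-8 calcium dye fluorescence · Probe or stimulus – oxytocin near EC15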
# V1R ag counter: counter-screen for oxytocin receptor agonists: human V1a receptor agonists; CHO-V1R cells, Fluo-8 calcium fluorescence, agonist mode; 0% DMSO, 100% 3 nM vasopressin; hit rate 0.25% among 320,000; P37288; AID 2797; activation, % at 3 µM;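 active means activation above the mean activation of all tested compounds plus 3 SD, per screening run, cut at about 20% in these data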;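 further: signal is peak over basal fluorescence ratio across a 100 second FLIPR read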
# M1 ag parental: nonselective activator or artifact in parental CHO-K1 cells | activation, % at 3 µM | Fluo-8 calcium fluorescence; scaled to maximal ATP response, vehicle zero | hit rate 0.48% among 360,000; in the data active means activation above about 15%;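 further: untransfected CHO-K1 host cells lacking M1 receptor as counterscreen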
# CHO-K1 Ca antag: M1 antagonist counterscreen hit in parental CHO-K1 cells; ATP-induced calcium, Fluo-8 fluorescence; inhibition, % at 3 µM; hit rate 0.6% among 360,000;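 active means inhibition above a per-plate cutoff, the plate's mean sample inhibition plus 3 SD, cut at about 24% in these data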;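 further: 0% = DMSO plus EC80 ATP and 100% = DMSO alone without ATP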
# CHO parental Ca: counter-screen: ATP calcium response change in parental CHO cells. parental CHO-K1, ATP-induced calcium, Fluo-8 fluorescence. inhibition, % at 5.6 µM. hit rate 0.63% among 330,000. AID 463079;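 active means inhibition above that plate's mean sample inhibition plus 3 SD, cut at about 26% in these data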;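 further: 0% = ATP-challenged DMSO wells and 100% = DMSO wells without ATP; some compounds past the cut are filed as inactive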
#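 Test system: parental CHO cells; detection: calcium-sensitive Fluo-8 fluorescence; evaluation: percent inhibition of calcium signal; also added: ATP as calcium-mobilizing challenge; repeats: one well per compound; control set: ATP-challenged DMSO wells low, unchallenged DMSO wells high; compound: single nominal dose of 5.6 µM per compound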
# OXTR ag: agonists of human oxytocin receptor. P30559. CHO-OTR cells, Fluo-8 calcium fluorescence; normalized: DMSO 0%, oxytocin 100%. activation, % at 3 µM. hit rate 0.32% among 320,000;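 active means activation above the mean of all tested compounds plus 3 SD, cutoff set per screening run, cut at about 20% in these data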;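 further: peak over basal fluorescence ratio from a 100 s FLIPR kinetic read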
# CHO-K1 Ca PAM: M1 PAM counterscreen hit in parental CHO-K1 cells. ATP EC20, Fluo-8 calcium fluorescence; 0% at ATP EC20, 100% at ATP max. activation, % at 3 µM. hit rate 0.02% among 360,000. AID 602247;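 active means activation above the run cutoff, the mean activation of all test compounds plus 3 SD, cut at about 40% in these data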;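 further: peak over basal fluorescence ratio in a 140 s read after ATP addition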
# GPR7 antagonist: human neuropeptides B/W receptor 1 antagonism; P48145; hit rate 1.1% among 290,000; AID 1861; inhibition, % at 4.4 µM; GPR7-expressing cells, fluorescence antagonist assay; in the data active means inhibition above about 16%, passing the limit was not always enough;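 further: cells stimulated with the agonist NPW; 0% = agonist with vehicle and 100% = vehicle without agonist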
# Target sequence (P48145 whole entry, looked up): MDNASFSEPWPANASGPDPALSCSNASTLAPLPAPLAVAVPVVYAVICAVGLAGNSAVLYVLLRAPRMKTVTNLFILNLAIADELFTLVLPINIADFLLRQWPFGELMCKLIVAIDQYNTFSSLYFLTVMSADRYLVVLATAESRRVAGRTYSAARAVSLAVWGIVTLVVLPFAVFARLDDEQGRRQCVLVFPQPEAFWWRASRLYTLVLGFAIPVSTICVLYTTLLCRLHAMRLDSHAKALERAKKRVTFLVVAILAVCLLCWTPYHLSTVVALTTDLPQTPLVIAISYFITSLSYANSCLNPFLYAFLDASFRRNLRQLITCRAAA
# * hit, by the source's call; · = no result given.
SMILES,TAAR1 antag,OXTR potentiator,V1R ag counter,M1 ag parental,CHO-K1 Ca antag,CHO parental Ca,OXTR ag,CHO-K1 Ca PAM,GPR7 antagonist
Cc1cccc(NC(=O)COC(=O)COc2ccc3c(c2)CCC3)c1,-6.2,-7.1,5.8,0.4,-10.2,-4.7,5.6,3.7,·
COc1ccc(-c2csc(NC(=O)COC(=O)c3ccco3)n2)cc1,0.1,-8.9,4.8,4.4,-8.9,-24.1,1.8,18.4,8.4
Cc1cc(C)nc(NC(=O)c2c(-c3ccccc3Cl)noc2C)n1,-4.5,-8.9,-0.2,0.2,-13.2,-13.0,0.0,19.6,-6.3
Cc1ccc(S(=O)(=O)NN=C2CCN(Cc3ccccc3)CC2)cc1,-15.4,-4.0,1.3,-0.1,-9.2,-8.0,-1.3,20.3,-9.7
COCCNS(=O)(=O)c1ccc(C)c(C)c1C,4.8,-5.1,-0.6,2.1,-16.2,11.9,0.5,12.9,-12.0
CC(=O)Nc1c(Cl)cc(Cl)c2c1Cc1cc(Cl)ccc1-2,-7.3,·,·,0.1,-7.5,·,·,-4.1,·
CCCc1cc(C(F)(F)F)c(C#N)c(=O)[nH]1,7.0,-7.0,1.5,0.2,-2.8,-6.4,1.6,-1.9,-3.3
CCCCNC(=O)c1ccc2nc(-c3ccco3)c(-c3ccco3)nc2c1,-9.1,-5.4,-0.2,0.7,7.0,8.2,-1.1,16.8,0.9
O=C(CNC(=O)c1ccccc1Br)N/N=C/c1cccnc1,-12.3,-1.2,1.7,1.5,-19.8,-2.9,1.3,15.0,-9.5
CNC(C)C#Cc1ccc2c(=O)c3c(OC)cccc3oc2c1 (stereo not drawn),·,1.1,0.0,·,·,-9.6,-0.5,·,5.3
Cc1ccc(/C=N/NC(=O)COc2ccc(Cl)c(C)c2)o1,0.3,-10.9,0.1,2.0,-3.9,-3.4,-0.6,3.0,4.0
COc1ccc(-n2c(SCC(=O)N3CCOCC3)nnc2C(C)N2CCCCC2)cc1 (stereo not drawn),·,-4.6,0.9,·,·,5.5,-0.2,·,-3.1
CCCCn1c(N)c(N(CCOC)C(=O)C2CC(=O)N(c3ccc(CC)cc3)C2)c(=O)[nH]c1=O (stereo not drawn),-11.6,0.4,0.3,1.3,-12.7,-0.3,0.1,17.0,·
Nc1c(N2CCCC2)cc(Cl)c2nonc12,·,-3.8,2.5,1.2,-7.4,3.7,4.9,12.5,-10.0
CCCc1ccc(Oc2cc(Cl)nc(N)n2)cc1,12.8,-1.9,-0.4,1.0,2.5,-9.4,-2.3,8.0,0.1
CCN(CC(=O)Nc1ccc(NC(C)=O)cc1)C(=O)CCCc1nc2ccccc2s1,-10.3,-10.3,0.1,0.4,-30.8,-13.3,0.5,17.6,·
O=C(Nc1cc(S(=O)(=O)N2CCCCC2)ccc1Cl)C1COc2ccccc2O1 (stereo not drawn),33.4,-5.9,1.2,3.1,-9.6,-9.9,1.7,10.4,·
Cc1ccnc(NS(=O)(=O)Cc2ccccc2)c1,-20.1,-7.8,0.2,0.1,-2.2,-4.8,0.8,7.8,0.9
COc1ccc(/C=C/C(=O)OCC(=O)NCc2cccs2)cc1OC,5.1,3.0,-0.6,0.1,-4.0,-4.5,0.4,14.4,-11.4
CCN1C(=O)[C@H]2[C@@H](c3ccc(-c4ccccc4)cc3)N[C@@](Cc3ccccc3)(C(=O)OC)[C@H]2C1=O,5.6,0.4,0.7,0.2,-10.1,-14.9,0.8,10.5,·
O=[N+]([O-])c1ccc2c(c1)C(=NO)c1cc(Cl)c(Cl)cc1-2,-19.8,·,·,3.2,-15.9,·,·,26.7,·
CN1CCN(c2nc(-c3ccc(Cl)cc3)nc3ccccc23)CC1,4.1,·,·,2.4,-1.5,·,·,3.1,53.0*
COc1ccc(NC(=S)N(CCN(C)C)C(C)c2ccncc2)cc1Cl (stereo not drawn),-0.1,-15.1,1.5,1.6,-3.2,-13.7,2.2,2.1,13.6
COc1ccc(CCNC(=O)C(=O)NCC2CCNCC2)cc1OC,-18.4,-5.3,0.1,1.9,-1.1,1.6,-1.0,1.4,-1.4
Cc1ccc(C(=O)NCC(=O)OCn2nnc3ccccc3c2=O)cc1,12.1,3.0,0.3,-0.1,-17.6,-6.2,-0.2,-4.6,·
COC(=O)c1ccc(CN2CCCC(C(=O)Nc3cccc(-n4cccn4)c3)C2)cc1 (stereo not drawn),-0.2,-9.9,9.2,3.4,-10.7,-37.9,4.6,2.3,-9.4
CCOc1ccccc1N(C)S(=O)(=O)c1ccc2c(c1)CCN2C(=O)CCC(=O)O,-6.6,-7.2,-0.7,0.0,-4.5,-1.9,-0.5,11.5,-21.0
CN1CC(=O)N(CC(=O)Nc2ccc(SC(F)F)cc2)C1=O,-8.4,-4.5,0.7,1.2,-19.2,3.1,0.6,11.2,-0.5
Cc1cc2c3c(c1C)C1(C(=O)N3C(C)(C)CC2C)C(C#N)=C(N)OC2=C1C(=O)CC(C)(C)C2 (stereo not drawn),6.4,-4.3,0.4,0.2,-13.7,-8.8,-1.1,2.2,-6.0
O=C(NCCc1ccccc1Cl)C1CCC(=O)N(CC2CCCCC2)C1 (stereo not drawn),0.9,-2.2,2.4,1.1,-3.8,-19.5,1.6,15.0,13.0
Cc1ccc(CN(C)C(=O)c2ccc(NS(=O)(=O)c3ccc4[nH]c(=O)[nH]c4c3)cc2)cc1,-3.5,-12.2,-0.1,0.0,-6.0,3.2,0.5,2.6,·
CCOc1cccc(C(=O)NC(c2ccccc2)C(C)C)c1 (stereo not drawn),-18.8,-5.9,-1.1,1.0,-13.9,-23.3,-2.7,1.1,-4.1
Clc1ncc2[nH]cnc2n1,8.0,1.6,1.1,0.2,-4.2,-9.3,0.2,19.9,-9.2
CC(=O)Nc1cccc(NS(=O)(=O)c2ccccc2[N+](=O)[O-])c1,9.1,-12.6,1.4,0.0,3.4,-16.5,-0.6,4.0,3.0
Cc1c(NC(=O)COC(=O)c2cccn2C)c(=O)n(-c2ccccc2)n1C,8.3,0.5,0.8,0.8,-11.2,-3.2,0.1,13.5,·
O=Cc1ccc(-c2nc3ccccc3s2)o1,-5.9,-5.9,-0.7,-0.4,-0.4,-12.3,-0.6,7.1,-6.7
CC(=O)N1CCN(c2nnnn2-c2ccccc2)CC1,-20.2,-15.5,0.5,0.1,-2.7,-5.1,-0.4,19.3,-18.8
Cc1ccc(-c2nn(-c3ccccc3)cc2/C=N/NS(=O)(=O)c2ccccc2)cc1,10.8,-8.6,-0.2,0.2,-19.4,-15.0,-1.4,-9.6,-15.2
C=CCN(CC=C)Cc1cc(=O)oc2cc(C)ccc12,0.9,·,·,0.5,2.3,·,·,16.1,·
COc1ccc(CCNC(=O)Cn2cnc3c(nnn3Cc3ccc(C)cc3)c2=O)cc1OC,16.4,-2.0,0.6,0.5,-0.4,-16.0,0.1,15.2,-11.3
O=C(NCC1CCN(Cc2ccccc2Cl)CC1)Nc1cccc(Cl)c1,-16.1,-9.0,3.8,3.4,-13.9,-11.9,4.2,2.0,0.2
Cn1nc(-c2ccc(N3CCCCC3)c(NC(=O)c3ccco3)c2)c2ccccc2c1=O,3.7,0.1,-0.7,0.1,-18.8,-16.2,-1.4,12.0,-17.6
CC1CCCCN1C(=O)CSc1nc2ccccc2n1CC(=O)N1CCc2ccccc21 (stereo not drawn),-13.6,-1.7,-0.8,0.8,-11.2,-21.8,-1.5,20.5,-5.5
S=c1[nH]nc(COc2ccccc2)n1/N=C/c1ccccc1Br,10.2,-15.1,0.5,-0.8,-8.2,-14.3,0.5,7.4,-2.0
C[C@H](O)[C@@H]1C(=O)N2CCc3c([nH]c4ccccc34)[C@@H]2C[C@@H]1N(C)C(=O)Nc1ccccc1,4.5,·,·,0.0,-0.5,·,·,-10.7,·
COC(=O)c1oc2ccc(Br)cc2c1NC(=O)CCCN1C(=O)c2ccccc2C1=O,-6.2,-2.2,-0.8,-0.2,8.1,-10.4,-0.9,-3.7,-10.8
Cc1ccc(S(=O)(=O)N2CCOCC2)cc1NC(=O)CSc1nnc(COc2ccccc2F)n1N,-5.8,·,·,0.0,-16.7,·,·,-1.6,·
COc1ccc2c(Cl)cc(NC(=O)Nc3c(C)cccc3C)nc2c1,-6.5,·,·,0.0,-10.3,·,·,12.7,·
Cc1ccc(Cc2nnc(SCC(=O)Nc3ccc(C)cc3C)[nH]c2=O)cc1,-12.7,-6.2,-1.1,0.9,-5.8,-20.2,-0.3,2.0,·
CC1(C)CC(=O)c2sc(NC(=O)CCS(=O)(=O)c3ccccc3)nc2C1,-2.3,-3.8,0.8,0.0,15.3,-9.3,0.0,-5.9,0.7
CCc1csc(CNC(=O)C2CCC(=O)N(Cc3cccc(F)c3)C2)n1 (stereo not drawn),-22.1,2.3,0.0,1.5,-13.6,-2.6,0.6,25.9,-17.6
Cc1c(C(=O)NCc2ccccc2CN2CCCC2)oc2c(F)cccc12,2.4,-3.5,-0.3,0.3,-33.2,-25.2,-1.9,22.6,·

# One compound at a time, from the list above. Screens in order: TAAR1 antag | OXTR potentiator | V1R ag counter | M1 ag parental | CHO-K1 Ca antag | CHO parental Ca | OXTR ag | CHO-K1 Ca PAM | GPR7 antagonist
# COc1ccc(-n2c(SCC(=O)N3CCOCC3)nnc2C(C)N2CCCCC2)cc1 (stereo not drawn) reads · | -4.6 | 0.9 | · | · | 5.5 | -0.2 | · | -3.1
# O=C(Nc1cc(S(=O)(=O)N2CCCCC2)ccc1Cl)C1COc2ccccc2O1 (stereo not drawn) reads 33.4 | -5.9 | 1.2 | 3.1 | -9.6 | -9.9 | 1.7 | 10.4 | ·
# CC1CCCCN1C(=O)CSc1nc2ccccc2n1CC(=O)N1CCc2ccccc21 (stereo not drawn) reads -13.6 | -1.7 | -0.8 | 0.8 | -11.2 | -21.8 | -1.5 | 20.5 | -5.5
# COc1ccc(/C=C/C(=O)OCC(=O)NCc2cccs2)cc1OC reads 5.1 | 3.0 | -0.6 | 0.1 | -4.0 | -4.5 | 0.4 | 14.4 | -11.4
# COC(=O)c1oc2ccc(Br)cc2c1NC(=O)CCCN1C(=O)c2ccccc2C1=O reads -6.2 | -2.2 | -0.8 | -0.2 | 8.1 | -10.4 | -0.9 | -3.7 | -10.8

# An excerpt from above in order of length of the SMILES, low to high:
SMILES,TAAR1 antag,OXTR potentiator,V1R ag counter,M1 ag parental,CHO-K1 Ca antag,CHO parental Ca,OXTR ag,CHO-K1 Ca PAM,GPR7 antagonist
Cc1c(C(=O)NCc2ccccc2CN2CCCC2)oc2c(F)cccc12,2.4,-3.5,-0.3,0.3,-33.2,-25.2,-1.9,22.6,·
CCc1csc(CNC(=O)C2CCC(=O)N(Cc3cccc(F)c3)C2)n1 (stereo not drawn),-22.1,2.3,0.0,1.5,-13.6,-2.6,0.6,25.9,-17.6
COC(=O)c1oc2ccc(Br)cc2c1NC(=O)CCCN1C(=O)c2ccccc2C1=O,-6.2,-2.2,-0.8,-0.2,8.1,-10.4,-0.9,-3.7,-10.8
